IDE cell activ = human IDE activators in live cells, primary screen, fluorescence polarization, HEK cells, FAbeta-B substrate | 340,000 tested, 0.073% active | FAbeta-B cleavage; 0% vehicle, 100% cell-free pure enzyme wells | Insulin-degrading enzyme (Homo sapiens), P14735 | activation, % at 5.96 µM;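 active = activation above the mean of all tested compounds plus 3 SD, set per screening campaign, cut at about 17% in these data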
Target sequence (P14735 whole entry, looked up): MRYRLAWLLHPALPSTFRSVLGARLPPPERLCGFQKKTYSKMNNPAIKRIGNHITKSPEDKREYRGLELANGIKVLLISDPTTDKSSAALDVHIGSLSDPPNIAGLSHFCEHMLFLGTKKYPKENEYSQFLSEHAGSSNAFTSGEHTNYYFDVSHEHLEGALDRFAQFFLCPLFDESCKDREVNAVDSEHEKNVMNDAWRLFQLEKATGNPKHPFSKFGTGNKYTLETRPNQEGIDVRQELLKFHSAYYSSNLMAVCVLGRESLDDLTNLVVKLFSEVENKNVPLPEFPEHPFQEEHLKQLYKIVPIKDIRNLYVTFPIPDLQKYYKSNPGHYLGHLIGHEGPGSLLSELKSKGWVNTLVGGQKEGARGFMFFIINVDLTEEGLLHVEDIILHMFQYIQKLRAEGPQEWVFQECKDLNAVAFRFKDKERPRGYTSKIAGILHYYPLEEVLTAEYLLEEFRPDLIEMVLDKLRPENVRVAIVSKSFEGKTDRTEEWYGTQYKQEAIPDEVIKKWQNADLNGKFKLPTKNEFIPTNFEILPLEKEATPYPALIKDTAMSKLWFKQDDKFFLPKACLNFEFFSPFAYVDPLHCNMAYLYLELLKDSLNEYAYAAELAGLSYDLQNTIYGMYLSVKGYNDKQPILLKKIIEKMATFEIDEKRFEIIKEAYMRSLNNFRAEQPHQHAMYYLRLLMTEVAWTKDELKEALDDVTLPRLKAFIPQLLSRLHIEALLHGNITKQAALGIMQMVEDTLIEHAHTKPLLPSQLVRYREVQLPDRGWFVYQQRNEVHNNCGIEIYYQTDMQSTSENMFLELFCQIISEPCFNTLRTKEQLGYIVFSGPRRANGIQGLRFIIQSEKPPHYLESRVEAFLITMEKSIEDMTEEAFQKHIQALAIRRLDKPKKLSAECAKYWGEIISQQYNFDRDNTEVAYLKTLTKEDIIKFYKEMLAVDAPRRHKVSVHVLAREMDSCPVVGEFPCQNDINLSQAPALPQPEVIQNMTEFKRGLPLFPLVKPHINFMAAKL
IDE inh = human IDE inhibitors in live cells, primary screen, fluorescence polarization, HEK cells, FAbetaB substrate; FAbetaB cleavage; Insulin-degrading enzyme (Homo sapiens), P14735; 320,000 tested, 0.41% active; inhibition, % at 5.59 µM;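 active = percent inhibition above the average of all tested compounds plus 3 SD, set per screening campaign, cut at about 16% in these data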;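 note: IDE supplied by intact live HEK cells; FP after avidin binding of uncleaved biotin substrate so inhibition keeps polarization high; 0% = DMSO wells and 100% = 60 µM reference IDE inhibitor Ii1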
* = called active by the depositor.

SMILES	IDE cell activ	IDE inh
C[C@H](CO)N1C[C@H](C)[C@@H](CN(C)C(=O)NC2CCCCC2)Oc2c(NC(=O)Nc3ccc4c(c3)OCO4)cccc2C1=O	-3	2
COc1ccc(C(=O)C(C)OC(=O)c2cccc(S(=O)(=O)Nc3c(C)n(C)n(-c4ccccc4)c3=O)c2)cc1 (stereo not given)	-6	0
CCOc1ccc(S(=O)(=O)NCCC(=O)Nc2ccncc2)cc1	0	-1
O=C(Cc1ccccc1Cl)Nc1cccc(S(=O)(=O)N2CCCCCC2)c1	-2	0
CC(NC(=O)CN1C(=O)NC2(CCCCCC2)C1=O)c1ccccc1Cl (stereo not given)	5	2
O=S(=O)(NC1CCN(S(=O)(=O)c2c(F)cccc2F)CC1)c1ccc2c(c1)OCCO2	1	2
CC(=O)c1ccc(OCCCC(=O)N2CCN(S(=O)(=O)c3cc(C)ccc3C)CC2)cc1	-2	8
COc1ccc(S(=O)(=O)N2CCOCC2)cc1NC(=O)COC(=O)c1ccc([N+](=O)[O-])s1	4	1
Cc1ccc(S(=O)(=O)NCCC(=O)OCC(=O)N2CCCC2=O)cc1	1	0
CCN(C(=O)c1ccc(S(=O)(=O)N2CCCCC2)cc1)C1CCS(=O)(=O)C1 (stereo not given)	7	3
COCCOc1ccc(C(F)(F)F)cc1NC(=O)COC(=O)c1ccc(N2CCCC2=O)cc1	4	-3
CCC(=O)c1ccc(OCC(=O)Nc2nc(-c3cccnc3)cs2)cc1	5	4
O=c1cc(-c2ccc(O)cc2)oc2ccc3ccccc3c12	4	1
COc1ccc(OC)c(COC(=O)c2cc([N+](=O)[O-])ccc2N2CCOCC2)c1	1	-3
CC(=O)Nc1ccc(NC(=O)CSC2=NS(=O)(=O)c3ccccc3N2)cc1	1	-3
COc1cc(OC)cc(C(=O)NCC(=O)OC2CCCCC2=O)c1 (stereo not given)	1	1
COc1ccc(NC(=O)CN(C)CC(=O)NCc2ccc(C)cc2)cc1	1	3
COc1cc(C(=O)COC(=O)c2cccs2)cc(OC)c1OC	6	-1
CCN1C(=O)Nc2cccc3cccc1c23	-4	4
Cc1cc(C(=O)OCC(=O)N(C)c2ccccc2)c(C)o1	4	1

Fetched by structure from above (three):
SMILES	IDE cell activ	IDE inh
O=C(Cc1ccccc1Cl)Nc1cccc(S(=O)(=O)N2CCCCCC2)c1	-2	0
COc1ccc(C(=O)C(C)OC(=O)c2cccc(S(=O)(=O)Nc3c(C)n(C)n(-c4ccccc4)c3=O)c2)cc1 (stereo not given)	-6	0
Cc1ccc(S(=O)(=O)NCCC(=O)OCC(=O)N2CCCC2=O)cc1	1	0

Next compounds follow.
SMILES	IDE cell activ	IDE inh
CCC(NC(=O)c1cncc(Br)c1)c1ccccc1 (stereo not given)	7	8
COc1ccc(-c2sc3ccc(OC)cc3c2C#Cc2ccccn2)cc1	1	-1
NC(=O)C1CCN(C(=O)c2cn(-c3ccccc3)nc2-c2cccnc2)CC1	12	-4
COc1cc(OC)cc(-c2c(C#Cc3ccsc3)c3cc(-c4cc(F)cc(F)c4)ccc3n2C)c1	-6	2
COc1ccc(C(=O)COC(=O)CN2C(=O)NC3(CC(C)CC(C)(C)C3)C2=O)c(OC)c1 (stereo not given)	1	7
CCCN(CC(=O)Nc1ccccc1C)C(=O)c1ccc(Cl)c(S(=O)(=O)N2CCCC2)c1	1	5
Cc1cc(C(=O)N(Cc2nnc(-c3ccc(Cl)cc3)o2)C(C)C)c2ccccc2n1	3	-2
Cc1ccc(NS(=O)(=O)c2ccc(C(=O)OCC(=O)N3CCCCC3)cc2)cc1	-1	-3
Cc1csc(=O)n1CC(=O)OCC(=O)NCc1ccccc1	3	-4
O=C(CNC(=O)c1ccc(Br)o1)NNC(=O)c1ccccc1O	7	0
CC(C)N(Cc1nnc(-c2ccc(Cl)cc2)o1)C(=O)C1=COCCO1	5	-8
C#CCOCCOCCOCCNc1nc(N2CCN(C(=O)CCCCCCCCCCNC(=O)Cn3cc(C[C@@H](C)O)nn3)CC2)nc(N2CCN(C(=O)CCCCCCCCCCNC(=O)[C@H](CO)n3cc(CCCSC)nn3)CC2)n1	4	3
CN(C)S(=O)(=O)c1ccc(N2CCCC2)c(C(=O)Nc2ccc(Br)cc2F)c1	8	-4
CCCNC(=O)C(Cc1ccc(I)cc1)NC(=O)c1ccc(C#N)cc1 (stereo not given)	3	0
CCOc1ncccc1C(=O)OCC(=O)NC1CCCCC1	3	1
COCc1c(C(=O)OCC(=O)N(C)C2CCS(=O)(=O)C2)oc2ccccc12 (stereo not given)	2	-2
COc1cc2ccccc2cc1C(=O)NC1CCCCC1	1	-1
N#Cc1ccccc1N1CCN(C(=O)c2ccc(NC(=O)c3ccc(Br)o3)cc2)CC1	-2	3
Cc1cc(C)cc(C(=O)N(Cc2ccco2)c2c(N)n(Cc3ccccc3)c(=O)[nH]c2=O)c1	-2	-2
C[C@H]1CN([C@@H](C)CO)C(=O)c2cccc(NC(=O)C3CC3)c2O[C@H]1CN(C)C(=O)Nc1ccc2c(c1)OCO2	-4	2
C#CCOCCOCCOCCNc1nc(N2CCN(C(=O)[C@H](CCC(=O)O)n3cc([C@@H](N)CCCCN)nn3)CC2)nc(N2CCN(C(=O)[C@H](CCC(=O)O)n3cc([C@@H](N)CCCCN)nn3)CC2)n1	0	2
O=C(CCN1CCOCC1)c1ccc(N2CCCCC2)cc1	2	-1
CC(OC(=O)c1cc(=O)[nH]c2ccccc12)C(=O)NCc1ccccc1 (stereo not given)	3	-2
O=c1[nH]cc(S(=O)(=O)N2CCCc3ccccc32)c(=O)[nH]1	3	-1
C=CCNC(=O)c1c(CSc2ccc(Cl)cc2)noc1C(=O)NCc1ccccc1	2	0
c1cc(SC2CCCCC2)cc(-c2nc3cnccn3c2NC2CCCCC2)c1	1	-1
Cc1ccc(C(=O)N2CCCCC2)cc1NC1=C(Cl)C(=O)N(Cc2ccccc2)C1=O	2	1
O=Cc1cccc2ccc3cccc(C(=O)O)c3c12	4	-2
CCN(CC)S(=O)(=O)c1cc(NC(=O)CSc2n[nH]c(N)n2)ccc1C	0	-1
CCOc1ccc(NC(=O)CN(C)C(=O)c2cccnc2Sc2ccccc2Cl)cc1OCC	2	-3
Nn1c(SCC(=O)NCC2CCCO2)nnc1-c1ccco1 (stereo not given)	2	2
CCOC(=O)[C@@H]1[C@H]2COc3cc(OC)ccc3[C@H]2N2C(=O)N(c3ccc(Cl)cc3)C(=O)[C@]12C	5	-3
O=C(NNC(=O)c1ccc(-c2ccc([N+](=O)[O-])cc2)o1)c1ccncc1	0	-4
CCOC(=O)[C@H]1[C@H]2COc3ccc(Cl)cc3[C@H]2N2C(=O)CNC(=O)[C@@]12C	-1	-3
N#Cc1ccc(OCC(=O)N2CCN(c3ccc(C(F)(F)F)cn3)CC2)cc1	-13	14
O=C(CN1C(=O)NC2(CCCCCC2)C1=O)NCc1ccc(Cl)cc1	1	0
O=C(CSc1ccccc1F)NCCCN1CCCC1=O	1	0
CCN(CC)c1ccc(C=Nc2ccc(OC)c(S(=O)(=O)N3CCOCC3)c2)c(O)c1	1	6
CCc1noc(C)c1C(=O)Nc1nnc(CC(C)C)s1	5	2
CCOc1ccc2nc(NC(=O)C3(C)CC3(Br)Br)sc2c1 (stereo not given)	-2	-4

Entries of single compounds as entered above. Screens in order: IDE cell activ	IDE inh
Nn1c(SCC(=O)NCC2CCCO2)nnc1-c1ccco1 (stereo not given) across the screens: 2	2
CCOC(=O)[C@@H]1[C@H]2COc3cc(OC)ccc3[C@H]2N2C(=O)N(c3ccc(Cl)cc3)C(=O)[C@]12C across the screens: 5	-3
CCOc1ccc2nc(NC(=O)C3(C)CC3(Br)Br)sc2c1 (stereo not given) across the screens: -2	-4
O=c1[nH]cc(S(=O)(=O)N2CCCc3ccccc32)c(=O)[nH]1 across the screens: 3	-1

Next compounds
SMILES	IDE cell activ	IDE inh
CCCCNc1c(-c2ccc(SC3CCCCC3)c(OC)c2)nc2ccc(Cl)cn12	5	6
O=C(C1=C[C@@H](c2ccc(C(F)(F)F)cc2)C[C@@H](OCCCCO)O1)N1CCCCCCC1	-7	2
O=C(CCc1nc2ccccc2c(=O)[nH]1)NNC(=O)c1cccc(Cl)c1	1	8
Cc1ccc(NC(=O)CSc2nnc(Cc3csc(C)n3)o2)cc1	1	-1
CC(=O)Nc1ccc2c(c1)N(S(=O)(=O)c1cccs1)CCC2	4	-5
CCc1sc(C(=O)Nc2ccc3c(c2)OCO3)cc1C	-2	3
COc1cc(CC(=O)OCC(=O)c2c[nH]c3ccccc23)cc(OC)c1OC	1	-7
CN(C)S(=O)(=O)c1ccc(N2CCCC2)c(C(=O)N2CCN(S(=O)(=O)c3ccc(F)cc3)CC2)c1	2	0
COc1ccc([C@H]2CC(=O)C=C(c3ccc(OC)c(OC)c3)C2)cc1	-8	2
CC(C)CN(C(=O)CSc1nnc(C2CC2)n1-c1ccccc1)C1CCS(=O)(=O)C1 (stereo not given)	4	0
CC(=O)Nc1ccc(S(=O)(=O)NC(C)c2ccncc2)cc1 (stereo not given)	2	-6
CN1CCN(C(=O)c2cccc(S(=O)(=O)N3CCCC3)c2)CC1	6	-2
Cc1noc(C)c1NC(=O)N(C)C[C@H]1Oc2c(NC(=O)Nc3ccccc3)cccc2C(=O)N([C@H](C)CO)C[C@@H]1C	8	2
O=C(COC(=O)c1ccco1)NCCc1ccc(Cl)cc1	2	7
COc1cc(C(=O)NNC(=O)c2cc(=O)[nH]c3ccccc23)cc(OC)c1OC	6	1
COc1ccccc1CNC(=O)COC(=O)C1CCN(S(=O)(=O)c2ccccc2)CC1	3	1
CC(Oc1ccc(Cl)cc1C(N)=O)C(=O)N1CCc2ccccc21 (stereo not given)	1	2
C[C@H](CO)N1C[C@H](C)[C@@H](CN(C)S(=O)(=O)c2cccs2)Oc2ccc(NC(=O)CCC(F)(F)F)cc2C1=O	5	0
Cc1noc(C)c1S(=O)(=O)N(C)C[C@H]1Oc2c(NC(=O)Nc3ccc(C(F)(F)F)cc3)cccc2C(=O)N([C@H](C)CO)C[C@@H]1C	3	0
NC(=O)C1CCN(c2nc3ccccc3nc2NS(=O)(=O)c2ccc(Br)cc2)CC1	4	2
COC(=O)C1N[C@@H]([C@@H](NC(=O)COc2ccccc2)C(=O)Nc2ccc(OC)cc2)SC1(C)C (stereo not given in full)	4	2
COc1ccc2c(c1)C(=O)N1[C@H]3c4cc(Br)ccc4OC[C@@H]3[C@H](c3ccccc3)[C@]1(C)C(=O)N2	7	0
CC(=O)c1c(C)[nH]c(C(=O)OCC(=O)NNC(=O)c2ccc([N+](=O)[O-])cc2)c1C	4	-4
CC(OC(=O)CNC(=O)c1cccs1)C(=O)Nc1ccc(S(N)(=O)=O)cc1 (stereo not given)	4	0
CCCn1c(=NC(=O)CS(=O)(=O)c2ccccc2)sc2cc(S(C)(=O)=O)ccc21	-1	0
Cc1cc(OCC(=O)Nc2cccc(S(=O)(=O)N3CCCCC3)c2)ccc1Cl	3	-5
COc1cccc(CNC(=O)COC(=O)/C=C/c2ccc(SC)cc2)c1	-5	6
Cc1ccsc1C(=O)NNC(=O)c1ccc(NS(=O)(=O)c2cccs2)cc1	1	1
O=C(c1cccc([N+](=O)[O-])c1)N1CCN(S(=O)(=O)/C=C/c2ccccc2)CC1	2	1
Cc1ccc(NC(=S)NC(=O)C2CCCCC2)c(Br)c1	-8	-1
Cc1ccc(NC(=O)COC(=O)CSCC(=O)Nc2cc(C)on2)c(C)c1	0	-5
CC1CCCC(C)N1C(=O)COC(=O)CNC(=O)c1sc2ccccc2c1Cl (stereo not given)	1	-2
COCCNC(=O)c1c(CSc2ccc(Cl)cc2)noc1C(=O)NCc1ccccc1	1	-2
COc1ccc(NC(=O)COC(=O)CC2CCCC2)cc1	4	1
CCOC(=O)c1cccc(NC(=O)c2c(NCc3ccccc3)[nH]c(=O)[nH]c2=O)c1	5	2
Cc1nn(-c2ccccc2)c(C)c1NC(=O)COC(=O)CCCOc1ccccc1	-1	4
O=C(Nc1ccccc1N1CCCC1)C1CCN(C(=O)c2ccc(Cl)cc2)CC1	2	-3
Cc1cc(C)c(NC(=O)CCN2C(=O)c3ccccc3S2(=O)=O)c(C)c1	-3	3
Cc1noc(C)c1S(=O)(=O)Nc1ccc2c(c1)C(=O)N([C@H](C)CO)C[C@H](C)[C@@H](CN(C)C(=O)NC1CCCCC1)O2	7	0
COc1ccc(-c2ccc3oc(-c4ccc(OC)cc4)c(C#CC4(O)CCCCC4)c3c2)cc1	3	6
COc1ccc(S(=O)(=O)N2CCCCCC2)cc1NC(=O)CN1C(=O)CNC1=O	3	5
COc1cccc(CNC(=O)C(=O)N2CCC3(CC2)OCCN3S(=O)(=O)c2ccc(C)cc2)c1	2	3
CCCCN1CC[C@H]2C=CC[C@@H](C(=O)Nc3ccc(Cl)c(C(F)(F)F)c3)[C@H]2C1=O	2	1
CCOC(=O)[C@H]1[C@H]2COc3ccc(OC)cc3[C@@H]2N2C(=O)c3ccc(Cl)cc3NC(=O)[C@@]12C	0	-7
CN(C)C(CNC(=O)c1cccc(S(=O)(=O)Nc2ccc(Br)cc2)c1)c1ccco1 (stereo not given)	5	-3
Cc1ccc(C)c(NC(=O)CN(C)C(=O)c2cc3c(s2)CCCCC3)c1	-5	4
COc1cc(/C=C/C(=O)OCC(=O)NCCN2C(=O)CSC2=O)ccc1OCC#N	0	-2
O=C(CN1CCN(S(=O)(=O)c2ccc(Cl)c(Cl)c2)CC1)N1CCCCC1	-7	3
O=S(=O)(c1ccc2c(c1)CCCN2)N1CCCCC1	1	1
CN(Cc1cccc(F)c1)C(=O)c1ccc(S(=O)(=O)N2CCCCCC2)cc1	1	2

Some of the entries above in a different format.
| mol | IDE cell activ | IDE inh |
| --- | --- | --- |
| Cc1nn(-c2ccccc2)c(C)c1NC(=O)COC(=O)CCCOc1ccccc1 | -1 | 4 |
| O=C(Nc1ccccc1N1CCCC1)C1CCN(C(=O)c2ccc(Cl)cc2)CC1 | 2 | -3 |
| Cc1cc(C)c(NC(=O)CCN2C(=O)c3ccccc3S2(=O)=O)c(C)c1 | -3 | 3 |

Some of the compounds tested; rates above refer to the full screens.
